Bioassay records (PubChem BioAssay)
TrxR1 substrate = rat thioredoxin reductase 1 substrate activity; O89049; Potency, µM (highest dose often 114 µM), inactives show at the top dose activity change, negative = substrate turnover; purified TrxR1 substrate turnover, NADPH consumption readout; 390,000 compounds, 0.01% hits; AID 588456; further: potency means the concentration at half of the fitted maximal effect; on the % scale 0 is the no-effect control and ±100 the full control effect; nearly all actives have a fitted effect of over 50% in size
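Rat TrxR1, dispensed at 90 nM, was prereduced with 400 uM NADPH (final) for 5 min at ~22 deg C, then incubated with compound 15 min before 400 uM selenite. A first-read NADPH fluorescence drop versus no-compound background flagged substrates.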
rTrxR1 inhibitor = blocks rat thioredoxin reductase 1; O89049; recombinant rTrxR1, NADPH fluorescence consumption, selenite substrate; Potency, µM (highest dose often 114 µM), without a hit: at the highest dose activity change, negative = inhibition, hits mostly inhibitors; 390,000 compounds, 1% hits; further: potency means the concentration at half of the fitted maximal effect; on the % scale 0 is the no-effect control and ±100 the full control effect; nearly all actives have a fitted effect of over 65% in size
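Rat TrxR1 (90 nM in the dispensed reagent) was pre-reduced with 400 uM NADPH for 5 min at room temperature, then incubated with compound for 15 min. After 400 uM selenite was added, NADPH fluorescence (Ex 340/Em 450 nm) was followed for 8 min.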
TRHR PAM = TRH receptor (human) allosteric enhancement | enhancement, % at 2 µM | 360,000 compounds, 0.66% hits | TRHR cells, fluo-8 calcium fluorescence, EC20 TRH enhancement | AID 493056; in the data active means enhancement above about 30%; further: 0% is about no effect
Target sequence (P34981 whole entry, looked up): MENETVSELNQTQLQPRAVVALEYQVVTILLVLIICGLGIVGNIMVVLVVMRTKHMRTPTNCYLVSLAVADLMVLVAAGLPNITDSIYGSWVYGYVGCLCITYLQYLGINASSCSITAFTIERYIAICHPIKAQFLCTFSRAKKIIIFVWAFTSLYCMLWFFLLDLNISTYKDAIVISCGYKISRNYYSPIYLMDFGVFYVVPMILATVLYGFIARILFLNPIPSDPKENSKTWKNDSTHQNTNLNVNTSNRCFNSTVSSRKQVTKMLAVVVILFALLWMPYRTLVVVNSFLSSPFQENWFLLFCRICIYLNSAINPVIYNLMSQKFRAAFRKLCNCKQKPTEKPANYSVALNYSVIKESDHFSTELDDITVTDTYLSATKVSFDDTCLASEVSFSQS
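Enhancer read-out: after compound pinning and an initial kinetic agonist-mode read, an EC20 of TRH (10 nM final) was injected and fluo-8 calcium signal (Ex 480/Em 530) followed at 1 s/cycle for 100 cycles in TRHR-expressing cells.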
Pin1 inhibitor = human Pin1 inhibition. Pin1 FP peptide displacement, HiFluor488, 10 min. AID 504891. 390,000 compounds, 0.009% hits. Potency, µM (series often up to 115 µM), without a hit: at the highest dose activity, negative = inhibition, actives largely listed as inhibitors. Q13526; active means well fitted inhibition curve with a large enough effect in the polarisation, with a control signal flat, not every such curve was filed as active; inconclusive means small, poorly fitted or top-dose-only effect, or effect the other way, or a change in a side signal; inactive means no such curve, though single readings can be large or run the other way; the % refers to the polarisation; further: potency means the concentration at half of the fitted maximal effect; on the % scale 0 is the no-effect control and ±100 the full control effect
Target sequence (Q13526 whole entry, looked up): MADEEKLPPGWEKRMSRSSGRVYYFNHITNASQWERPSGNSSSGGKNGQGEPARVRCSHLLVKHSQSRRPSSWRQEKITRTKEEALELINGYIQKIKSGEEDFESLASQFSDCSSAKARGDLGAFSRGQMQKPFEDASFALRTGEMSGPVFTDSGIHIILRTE
USP1-UAF1 inh = USP1/UAF1 (human) deubiquitinase inhibition. O94782. recombinant USP1/UAF1, Ub-Rhodamine cleavage fluorescence. Potency, µM (series often up to 57.1 µM), for the others: at the top dose activity change, negative = inhibition, actives largely listed as inhibitors. 390,000 compounds, 0.23% hits. AID 743255; further: potency means the concentration at half of the fitted maximal effect; on the % scale 0 is the no-effect control and ±100 the full control effect; nearly all actives have a fitted effect of over 60% in size; inactives centre near -12
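High-throughput fluorogenic screen: 1nM USP1/UAF1 complex, Ub-Rho substrate 150nM final, 50mM HEPES pH 7.8 with 0.5mM EDTA, 0.1 mg/ml BSA, 1mM TCEP and 0.01% Tween-20.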
D2 antagonist = D2 dopamine receptor (human) antagonism | P14416 | HEK293 TREx D2 cells, calcium flux, dopamine EC80 | inhibition, % at 10 µM | 340,000 compounds, 2% hits | AID 485344; in the data active means inhibition above about 30%; further: 0% is about no effect
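HEK293 T-REx D2 cells, tet-induced, calcium dye no-wash. Cpd pintool add, 180 s kinetic, then EC80 DA, 180 s kinetic. Ca flux read.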
D2 ag = activates the human D2 dopamine receptor; P14416; HEK293 T-REx D2 cells, calcium flux agonist mode; activation, % at 2 µM; 340,000 compounds, 0.53% hits; AID 485358;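 active means activation over 3 SD above normal in the single-dose calcium agonist read, cut at about 30% in these data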; further: 0% is about no effect
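Tetracycline-induced HEK293 T-REx cells with force-coupled D2 receptor, plated overnight at 30 C, loaded with no-wash calcium dye. After a 10 s baseline, compound was pin-added and calcium flux read kinetically for 180 s; calcium rises flagged agonists.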
TRHR ag = activates the human TRH receptor; TRHR cells, calcium flux fluo-8, FDSS agonist mode; activation, % at 2 µM; P34981; 360,000 compounds, 0.18% hits; in the data active means activation above about 30%; further: 0% is about no effect
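TRHR-expressing cells, plated overnight in medium with 10% serum, were loaded with fluo-8 calcium dye at room temperature. After a 10 s baseline, library compound was pin-added and calcium release was recorded kinetically (ex 480/em 530) as agonist response.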
mIDH1 inhibitor = blocks human mutant IDH1 R132H enzyme. Potency, µM (highest dose often 76.6 µM), for inactives: at the highest dose activity change, negative = inhibition, usual class: inhibitors. O75874. 390,000 compounds, 0.093% hits. IDH1-R132H enzyme, NADPH consumption, diaphorase/resazurin fluorescence; further: potency means the concentration at half of the fitted maximal effect; on the % scale 0 is the no-effect control and ±100 the full control effect; nearly all actives have a fitted effect of over 65% in size
Target sequence (O75874 whole entry R132H, stated change not applied): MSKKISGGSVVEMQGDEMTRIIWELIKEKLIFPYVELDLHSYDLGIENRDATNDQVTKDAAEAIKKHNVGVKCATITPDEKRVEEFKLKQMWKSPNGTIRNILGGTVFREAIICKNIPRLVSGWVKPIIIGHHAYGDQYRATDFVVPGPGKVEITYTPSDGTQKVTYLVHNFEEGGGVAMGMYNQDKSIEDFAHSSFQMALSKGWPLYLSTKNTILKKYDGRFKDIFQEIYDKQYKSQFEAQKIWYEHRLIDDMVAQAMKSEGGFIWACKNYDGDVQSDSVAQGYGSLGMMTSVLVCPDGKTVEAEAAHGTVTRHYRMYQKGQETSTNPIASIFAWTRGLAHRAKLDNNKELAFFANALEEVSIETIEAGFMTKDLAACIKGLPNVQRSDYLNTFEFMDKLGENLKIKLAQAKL
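IDH1-R132H (0.5 ug/mL) preincubated 30 min with compound, then NADPH (0.016 mM) and alpha-KG (2 mM) added; 80 min at RT, pH 7.5. Remaining NADPH coupled via diaphorase/resazurin to fluorescence (540/590 nm); concentration-response curves normalized to no-enzyme control.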
An asterisk follows results filed as active; ? = inconclusive; nt = not tested or not shown; [ ] = dose if it differs, or a comment. Unless noted, the call rests on the fitted dose curve; in most records, active means well fitted inhibition curve with a large enough effect; inconclusive means small, poorly fitted or top-dose-only effect; inactive means no such curve, though single readings can be large or run the other way.

Screens in order – TrxR1 substrate	rTrxR1 inhibitor	TRHR PAM	Pin1 inhibitor	USP1-UAF1 inh	D2 antagonist	D2 ag	TRHR ag	mIDH1 inhibitor
CC(NC(=O)C1CCCN1S(=O)(=O)c1ccccc1)c1ccccc1 (stereo unspecified)
    11%[57.1 µM]	24%[57.1 µM]	-3	2%	-2%	12	-0.6	0.5	2%
O=S(=O)(NCC1CCCN(Cc2ccccc2O)C1)c1cccc2cccnc12 (stereo unspecified)
    -3%	12%	9	-1%	-9%	18	49*	-0.2	4%
COc1ccc(CCNC(=O)CNS(=O)(=O)c2ccc(N(C)C)c([N+](=O)[O-])c2)cc1OC
    -5%	5%	-14	-1%	-19%	11	-0.1	-0.8	2%
O=S1(=O)CCN(Cc2ccccn2)CC1
    5%[57.1 µM]	4%	-7	-5%	-3%	14	1.5	1.9	-4%
Cc1sc2c(c1C)C(=O)/C(=C\Nc1ccccn1)S(=O)(=O)N2C
    -9%[57.1 µM]	-29%[57.1 µM]	-7	-4%	-23%	6	-0.5	0.0	3%
NNC(=O)CSc1nnnn1-c1ccccc1
    -3%	-3%	2	0%	-8%	17	-0.2	0.0	0%
O=C(C[n+]1cc(-c2ccc(F)cc2)n2c1CCC2)c1cccs1
    12%[11.4 µM]	23%[11.4 µM]	-5	-2%	-23%	-6	-0.3	0.1	3%
Cn1nnnc1SCc1nnc(-c2ccccc2Br)o1
    5%[57.1 µM]	0%[57.1 µM]	2	?	2%	nt	nt	0.5	1%
COCCN(Cc1cccs1)S(=O)(=O)c1csc(C(N)=O)c1
    3%	21%	4	0%	-20%	-8	2.1	0.2	7%
Cc1cccc(CSc2nc3nc(C)cc(C)n3n2)c1
    7%	37%	2	-5%	-7%	-10	0.0	0.4	0%

Brought forward from above: two compounds, followed by the next part.
Screens in order – TrxR1 substrate	rTrxR1 inhibitor	TRHR PAM	Pin1 inhibitor	USP1-UAF1 inh	D2 antagonist	D2 ag	TRHR ag	mIDH1 inhibitor
COCCN(Cc1cccs1)S(=O)(=O)c1csc(C(N)=O)c1
    3%	21%	4	0%	-20%	-8	2.1	0.2	7%
Cc1cccc(CSc2nc3nc(C)cc(C)n3n2)c1
    7%	37%	2	-5%	-7%	-10	0.0	0.4	0%
COc1ccccc1NC(=O)N1CC(=O)Nc2sc3c(c2C1c1ccccc1)CCCC3 (stereo unspecified)
    -8%	6%	-2	-1%	-8%	nt	-0.4	0.2	10%
Cc1cc(C)n(-c2nc3ccccc3n3cnnc23)n1
    -9%	9%	-6	-1%	-1%	nt	nt	0.1	-5%
C/C(N)=C(/C#N)C(=O)COC(=O)C1CCN(C(=O)c2ccc(Cl)cc2)CC1
    8%[57.1 µM]	19%[57.1 µM]	-4	1%	-17%	14	1.5	0.5	-2%
COc1cc(NC(=S)Nc2ccccn2)cc(OC)c1OC
    9%[57.1 µM]	-2%[57.1 µM]	1	-2%	-11%	5	1.6	-0.6	-2%
CCOC(=O)c1cccc(NC(=O)CCCn2c(C)c3cnn(-c4ccccc4)c(=O)c3c2C)c1
    -2%	9%	4	1%	-14%	nt	1.2	-1.9	12%
CC(C)c1ccc(/C=N/NC(=O)CCNC(=O)c2ccccc2)cc1
    0%	3%	3	-7%	?	-12	-2.2	-1.0	12%
O=C(OCc1nc2ccccc2s1)c1ccco1
    4%[57.1 µM]	5%[57.1 µM]	1	1%	-12%	nt	nt	-0.3	3%
CCC(=O)N1CCc2cc(S(=O)(=O)CCC(=O)Nc3ccc(C)c(F)c3)ccc21
    -6%	-8%	-6	3%	0%	17	1.9	-0.1	2%
O=C(Oc1ccc(=O)n(-c2ccccc2)n1)c1ccccc1
    1%[57.1 µM]	?	-6	-1%	4%	1	0.5	0.0	-7%
CC(=O)c1nc(N2C(=O)CC(Cc3cc(C)cc(C)c3)C2=O)sc1C (stereo unspecified)
    -3%[57.1 µM]	-10%[57.1 µM]	5	-1%	-3%	2	-1.0	-0.3	14%
CCCCN1C(=O)N(c2ccc(Cl)cc2)C(C)(O)CC1(C)C (stereo unspecified)
    3%	8%	-6	7%	-28%	-11	-3.1	-1.1	0%
CC(NC(=O)CCc1nnc(Cc2cccc(C(F)(F)F)c2)o1)C1CC1 (stereo unspecified)
    3%	31%	-5	3%	-16%	nt	nt	-0.6	7%
O=C(/C=C/c1cc([N+](=O)[O-])ccc1OC(F)F)Nc1cccc([N+](=O)[O-])c1
    4%	16%	2	3%	-21%	20	0.0	0.4	-7%
CCOC(=O)c1ccccc1NC(=O)N(Cc1ccc(C)cc1)Cc1cccn1-c1nnc(N2CCCC2=O)s1
    3%	8%	-5	1%	-4%	nt	0.2	0.5	-22%
CC(C)c1ccc(N(CC(=O)NC2CCCCC2)C(=O)CCC(=O)Nc2ccccn2)cc1
    -3%[57.1 µM]	-4%[57.1 µM]	4	-2%	2%	12	0.6	0.7	-7%
CC(C)C(c1nnnn1Cc1cccs1)N1CCN(c2ccccc2)CC1 (stereo unspecified)
    -14%	-9%	4	2%	-8%	-7	0.4	0.0	12%
CN1C(=O)CCC1(O)c1ccccc1 (stereo unspecified)
    -8%	?	5	-2%	-2%	nt	nt	0.3	-1%
O=c1cc(-c2ccccc2)c2ccc3c(c2o1)CN(Cc1ccccc1)CO3
    1%	12%	1	-7%	-1%	nt	-1.2	0.7	-19%
O=C(OCc1cccc([N+](=O)[O-])c1)c1cc(=O)[nH]c2ccccc12
    nt	nt	0	nt	nt	-15	-0.4	-0.8	nt
O=C(O)c1ccccc1OCc1ccccc1Cl
    3%	12%	-3	0%	-6%	2	-1.7	-0.7	5%

Record cards, from the list above. Order of screens: TrxR1 substrate | rTrxR1 inhibitor | TRHR PAM | Pin1 inhibitor | USP1-UAF1 inh | D2 antagonist | D2 ag | TRHR ag | mIDH1 inhibitor
CN1C(=O)CCC1(O)c1ccccc1 (stereo unspecified) is entered as -8% | ? | 5 | -2% | -2% | nt | nt | 0.3 | -1%
O=C(O)c1ccccc1OCc1ccccc1Cl is entered as 3% | 12% | -3 | 0% | -6% | 2 | -1.7 | -0.7 | 5%
CC(C)C(c1nnnn1Cc1cccs1)N1CCN(c2ccccc2)CC1 (stereo unspecified) is entered as -14% | -9% | 4 | 2% | -8% | -7 | 0.4 | 0.0 | 12%
O=C(OCc1cccc([N+](=O)[O-])c1)c1cc(=O)[nH]c2ccccc12 is entered as nt | nt | 0 | nt | nt | -15 | -0.4 | -0.8 | nt

(cont.)
Screens in order – TrxR1 substrate	rTrxR1 inhibitor	TRHR PAM	Pin1 inhibitor	USP1-UAF1 inh	D2 antagonist	D2 ag	TRHR ag	mIDH1 inhibitor
CCC(=O)N1CCc2cc(Br)cc(S(=O)(=O)N3CCN(c4ccc(C(C)=O)cc4)CC3)c21
    10%[2.29 µM]	17%	23	0%	-3%	nt	0.1	-0.2	-8%
CCOC(=O)C1=C(C)N(CCCC(=O)O)C(=O)NC1C(CC)CC (stereo unspecified)
    2%	13%	nt	-1%	0%	nt	nt	nt	3%
Cc1cc(O)ccc1NC(=O)CCN1C(=O)c2ccc([N+](=O)[O-])cc2C1=O
    -15%	?	14	-2%	0%	27	-0.5	0.1	5%
O=C(CNC1CCN(Cc2ccccc2)CC1)Nc1ccc(S(=O)(=O)N2CCCCC2)cc1
    12%	17%	-6	-1%	-12%	37*	0.1	0.1	0%
Cc1cc(/C=C2\SC(=Nc3ccc(N4CCOCC4)cc3)N(C)C2=O)c(C)n1-c1cccnc1
    -8%	?	4	2%	-17%	-3	1.1	-0.4	6%
O=C(CSc1nc2nc(-c3cccs3)cc(C(F)(F)F)c2c(=O)[nH]1)Nc1ccc(F)c(F)c1
    21%[57.1 µM]	19%[57.1 µM]	-3	?	-21%	5	-1.7	-0.5	?
O=C(CCNC(=O)c1ccc([N+](=O)[O-])cc1)NC1CCCc2ccccc21 (stereo unspecified)
    -11%	-1%	-8	-7%	-2%	32*	-0.1	-0.5	3%
CCOC(=O)N1CCN(Cc2cc(=O)oc3cc4c(cc23)CCC4)CC1
    1%	-14%	9	-2%	-10%	-6	-1.0	0.0	-4%
COc1cccc(-c2nc3c(C#N)c[nH]n3c2NC2CCCCC2)c1
    3%	-7%	-10	-5%	-10%	nt	0.1	0.0	1%
CC(C)OCCCNC(=O)c1ccncc1
    5%	0%	2	0%	-2%	10	1.0	-0.4	2%
O=C(NCCNC(=O)c1cc(OCC(F)(F)F)ccc1OCC(F)(F)F)Nc1ccc(Cl)cc1
    1%[57.1 µM]	-7%[57.1 µM]	-3	-3%	-11%	nt	nt	0.6	-7%
CO[C@@]1(NC(=O)Cc2cccs2)C(=O)N2C(C(=O)O)=C(COC(N)=O)CS[C@@H]21
    -2%	?	0	nt	-1%	9	1.1	0.3	-2%
O=C(C[n+]1ccc(-c2nnc3n2CCC3)cc1)c1ccc(Cl)c(Cl)c1
    9%	-12%	-4	-15%	-6%	5	25	-0.1	-1%

Only part of the results is shown; rates above refer to the full screens.
